# TcdB GH inh: inhibitors of Clostridioides difficile toxin B glycohydrolase; TcdB glycohydrolase enzymatic assay, plate reader; inhibition, % at 9.99 µM; hit rate 0.24% among 350,000; AID 652162; in the data active = inhibition above about 10%
# Anthrax LF inh2: blocks Bacillus anthracis lethal factor protease; P15917; multiplex microsphere protease cleavage assay, LF; inhibition, % at 10 µM; hit rate 0.12% among 360,000; note: plate controls were buffer without enzyme for full effect and enzyme alone for no effect
# Target sequence (P15917 whole entry, looked up): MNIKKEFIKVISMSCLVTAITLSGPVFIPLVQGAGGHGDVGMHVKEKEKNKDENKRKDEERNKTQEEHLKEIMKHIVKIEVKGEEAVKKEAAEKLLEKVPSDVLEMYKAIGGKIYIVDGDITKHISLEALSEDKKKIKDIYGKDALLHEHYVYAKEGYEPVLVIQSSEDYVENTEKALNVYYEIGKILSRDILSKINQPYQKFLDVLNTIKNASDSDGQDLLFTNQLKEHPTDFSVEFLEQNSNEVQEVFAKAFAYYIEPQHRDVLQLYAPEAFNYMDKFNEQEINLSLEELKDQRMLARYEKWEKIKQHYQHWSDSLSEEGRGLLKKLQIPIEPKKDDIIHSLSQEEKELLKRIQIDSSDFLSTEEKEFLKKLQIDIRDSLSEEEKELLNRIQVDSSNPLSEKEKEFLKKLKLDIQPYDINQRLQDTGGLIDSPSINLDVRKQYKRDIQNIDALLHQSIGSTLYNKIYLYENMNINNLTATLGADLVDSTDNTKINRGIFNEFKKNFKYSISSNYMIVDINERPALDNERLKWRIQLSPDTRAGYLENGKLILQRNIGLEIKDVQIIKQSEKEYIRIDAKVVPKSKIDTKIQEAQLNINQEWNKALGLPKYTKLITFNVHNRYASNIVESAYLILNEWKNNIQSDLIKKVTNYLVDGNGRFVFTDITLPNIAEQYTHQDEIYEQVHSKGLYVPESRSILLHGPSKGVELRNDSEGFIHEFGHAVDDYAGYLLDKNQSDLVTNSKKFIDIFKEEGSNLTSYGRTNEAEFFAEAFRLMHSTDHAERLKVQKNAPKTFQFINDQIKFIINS
# Y pestis TopoI: inhibitors of Yersinia pestis topoisomerase I; Y. pestis Topo-I cleavage product accumulation, plate reader; activity, % at 10 µM; hit rate 0.064% among 360,000; in the data active = activity above about 50%, passing the limit was not always enough; inconclusive = no clear call, values can overlap the other calls; note: inactives centre near 2
# 3CLpro inhibitor: SARS-CoV 3CLpro protease inhibition. P0C6X7. recombinant SARS-CoV 3CLpro, quenched FRET peptide cleavage. inhibition, % at 6 µM. hit rate 0.14% among 290,000. AID 1706; in the data active = inhibition above about 12%
# SSB-PriA inh: blocks PriA binding to SSB C-terminal tail | AlphaScreen SSBct-PriA binding, biotinylated peptide | inhibition, % at 33 µM | hit rate 0.6% among 430,000 | AID 1272365; in the data active = inhibition mostly above about 37%, no sharp cut-off; inactive = mostly below about 20%;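 note: plate controls were negative control peptide for no effect and reference peptide for full effect; strong numbers were not always called active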
# PfHsp40 rescue: compounds rescuing yeast from Plasmodium falciparum HSP40 toxicity; S. cerevisiae expressing PfHsp40, growth rescue, ATP luminescence; growth rescue, % at 12.5 µM; hit rate 0.68% among 340,000; AID 504582; in the data active = growth rescue above about 28%, passing the limit was not always enough; inconclusive = no clear call, values can overlap the other calls;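 note: yeast W303a lacking pdr1 and pdr3 grown in galactose medium; growth measured after three days at 30 °C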
# BoNT-A LC inh2: blocks Botulinum neurotoxin A light chain protease; multiplex microsphere protease substrate cleavage, flow cytometry; hit rate 0.17% among 360,000; inhibition, % at 10 µM; note: plate controls were buffer without enzyme for full effect and enzyme alone for no effect
# PrPC surface inh: reduces human prion protein on the cell surface. P04156. cell surface PrPC, TR-FRET read-out. inhibition, % at 13.8 µM. hit rate 0.43% among 370,000. AID 720596; in the data active = inhibition above about 24%; note: 0% = median of the test wells and 100% = reference compound wells
# BH1578 lux ind: induces V. cholerae light production without autoinducers; hit rate 0.16% among 350,000; V. cholerae BH1578 lux reporter, luminescence, 6 h; activation, % at 18.7 µM; in the data active = activation mostly above about 9.7%, no sharp cut-off; inconclusive = no clear call, values can overlap the other calls; inactive = mostly below about 3.7%; note: not every result past the cut was called active; inactives centre near 0; reference of the scale not given here
# Numbers without * were called inactive; i = inactive; ? = inconclusive; . = no result given; & = joins results of further samples. Cut-off read from the data, not from the text of the source, unless noted: active = inhibition above about 30%; inconclusive = no clear call, values can overlap the other calls; inactive = below that.
# Field names – A = TcdB GH inh; B = Anthrax LF inh2; C = Y pestis TopoI; D = 3CLpro inhibitor; E = SSB-PriA inh; F = PfHsp40 rescue; G = BoNT-A LC inh2; H = PrPC surface inh; I = BH1578 lux ind
> Cc1c(C)c2c(OCC(=O)N3CCC(C(=O)NCC(C)C)CC3)cc3c(c2oc1=O)CCC(C)(C)O3
  A: .	B: -3.6	C: 9.2	D: -0.1	E: 1.0	F: -0.9	G: 1.8	H: .	I: 8.8
> CCCN(Cc1ccco1)S(=O)(=O)c1ccc(OC)c(OC)c1
  A: 0.0	B: -16.3	C: -14.5	D: -0.4	E: 1.9	F: 1.0	G: ?	H: 0.2	I: 1.2
> COc1ccc2c(c1)OC(c1ccccc1)(C(F)(F)F)NC2=O (stereo unspecified)
  A: .	B: -0.7	C: 0.9	D: 3.1	E: -1.2	F: -0.6	G: 0.9	H: 6.9	I: i
> COC(=O)c1ccccc1NC(=O)Cn1cc(Br)cn1
  A: .	B: .	C: 0.5	D: -3.3	E: -7.3	F: -0.1	G: .	H: -5.0	I: i
> CCC(C)Nc1ncnc2c1cnn2Cc1ccc(Cl)cc1 (stereo unspecified)
  A: 0.1	B: 1.9	C: -0.8	D: -0.8	E: -13.6	F: -0.7	G: 0.0	H: 3.2	I: -0.2
> Cc1nc2ccccc2c(=O)n1NC(=O)c1ccc([N+](=O)[O-])cc1Cl
  A: 0.4	B: -2.3	C: 6.4	D: -0.5	E: -5.9	F: 0.2	G: -1.1	H: -5.8	I: i
> CCn1ncc(/C=N\NC(=O)c2csc3ccccc23)c1C
  A: .	B: -3.7	C: -0.8	D: 2.1	E: .	F: -0.4	G: 0.2	H: 15.9	I: -0.3
> COc1ccc(CC(=O)Oc2cc(C)[nH]c(=O)c2[N+](=O)[O-])cc1
  A: .	B: -0.4	C: 1.7	D: 2.8	E: -17.3	F: 0.1	G: 0.5	H: 6.0	I: -0.1
> COc1ccc(C2CC(c3ccccc3)=NN2C(=O)COC(=O)c2cc(S(=O)(=O)N3CCOCC3)ccc2Cl)cc1 (stereo unspecified)
  A: 1.6	B: -2.8	C: 4.0	D: 2.0	E: 14.8	F: -2.0	G: -0.3	H: -1.3	I: -0.1
> Nc1ccc2c(c1)CCC2=O
  A: .	B: -4.3	C: -6.5	D: -2.5	E: -2.0&6.0&-8.3	F: 0.3	G: 0.5	H: -1.2	I: -12.5
> Cc1ccc(NC(=O)c2cc(NC(=O)c3ccccc3C(=O)O)ccc2N2CCCCC2)cc1
  A: -11.1	B: 2.2	C: 23.1	D: -1.4	E: 10.1	F: 1.8	G: -0.8	H: -2.4	I: -0.3
> CC(C)(C)C(=O)Nc1cccc(-c2ccc[nH]2)n1
  A: 1.4	B: -2.9	C: -0.2	D: .	E: 1.9	F: 5.9	G: -0.7	H: -8.5	I: -5.6
> COCCCn1nnnc1SCC(=O)N1CCN(C(=O)c2ccco2)CC1
  A: 0.5	B: -1.8	C: -5.6	D: -0.5	E: 1.2	F: -0.5	G: -1.1	H: -6.1	I: -0.6
> O=C(NC1CCN(Cc2ccccc2)CC1)c1ccc(Cl)cc1Cl
  A: 1.0	B: -2.3	C: -1.7	D: -2.6	E: -13.7	F: 0.5	G: 0.5	H: 3.6	I: -0.8
> CN(CC(=O)NCc1ccc(F)cc1)S(=O)(=O)c1ccc2c(c1)n(C)c(=O)c(=O)n2C
  A: 1.0	B: 1.0	C: 4.7	D: -3.7	E: -11.8	F: 0.3	G: 0.5	H: 1.1	I: i
> COc1cccc(C(=O)N/N=C2\SCC(=O)N2Cc2ccc3c(c2)OCO3)c1
  A: .	B: 6.7	C: 8.7	D: 3.1	E: .	F: -1.3	G: -0.8	H: 3.3	I: -0.3
> COc1ccc2oc(C(=O)N(CC(C)C)C3CCS(=O)(=O)C3)c(C)c2c1 (stereo unspecified)
  A: 2.5	B: -1.3	C: -0.4	D: .	E: 9.7	F: 0.3	G: -0.3	H: -7.1	I: i
> CC1CCN(C(=S)c2cn(Cc3ccc(F)cc3)c3ccccc23)CC1
  A: 1.1	B: -2.6	C: 16.3	D: 7.4	E: 11.4	F: 1.9	G: 0.0	H: -0.5	I: -0.7
> COC(=O)CN(c1ccc(OCc2ccccc2)cc1)S(C)(=O)=O
  A: 0.3	B: -1.5	C: -0.4	D: 1.9	E: -0.2	F: 0.5	G: 0.3	H: 6.2	I: -0.5
> CC(=O)Nc1nc2ccccc2n1CCN(C)C
  A: .	B: -0.6	C: -3.8	D: 0.7	E: -6.8	F: -0.9	G: 0.6	H: -0.5	I: -0.5
> CCOc1ncccc1C(=O)N(C)CC1COc2ccccc2O1 (stereo unspecified)
  A: .	B: -3.1	C: -7.6	D: -4.4	E: -7.7	F: -0.1	G: -0.3	H: -1.3	I: i
> Cc1ccc(/C=C2\SC(=S)N(Cc3ccccc3)C2=O)o1
  A: .	B: 35.8*	C: 2.9	D: 3.9	E: 8.9	F: -0.7	G: 47.7*	H: 4.5	I: -0.3
> COc1cccc(-n2nnc3c(=O)n(Cc4ccc(Cl)cc4)cnc32)c1
  A: .	B: 0.1	C: 22.2	D: -0.2	E: -2.5	F: 0.1	G: -1.1	H: -5.2	I: -0.4
> CCCCS(=O)(=O)Nc1ccc(Cc2ccncc2)cc1
  A: .	B: -13.2	C: 7.5	D: 1.4	E: -0.3	F: 2.0	G: -0.1	H: 5.7	I: -6.7
> O=C(c1ccncc1)c1ccc([N+](=O)[O-])cc1
  A: 2.6	B: -2.0	C: 0.3	D: 0.9	E: 4.9	F: -2.6	G: -0.2	H: -25.9	I: -0.1
> O=c1[nH]cnc2c1C1(CCCC1)Cc1ccccc1-2
  A: .	B: -3.0	C: 4.2	D: 1.3	E: -12.6	F: 1.1	G: -0.2	H: -3.0	I: i
> COc1ccccc1N(CC(=O)NCc1ccc2c(c1)OCO2)C(=O)CCC(=O)Nc1nccs1
  A: 1.0	B: -0.2	C: 31.2	D: -3.5	E: -3.5	F: 1.0	G: 0.9	H: -1.4	I: -0.4
> Cc1nc(-c2ccccc2)sc1C1(C)CC(c2ccc([N+](=O)[O-])cc2)=NO1 (stereo unspecified)
  A: 1.7	B: -5.8	C: -4.2	D: .	E: 5.7	F: 0.6	G: -0.6	H: -3.2	I: 0.6

# Exported bar-delimited: twelve of the compounds above
molecule | TcdB GH inh | Anthrax LF inh2 | Y pestis TopoI | 3CLpro inhibitor | SSB-PriA inh | PfHsp40 rescue | BoNT-A LC inh2 | PrPC surface inh | BH1578 lux ind
Cc1c(C)c2c(OCC(=O)N3CCC(C(=O)NCC(C)C)CC3)cc3c(c2oc1=O)CCC(C)(C)O3 | . | -3.6 | 9.2 | -0.1 | 1.0 | -0.9 | 1.8 | . | 8.8
CCCN(Cc1ccco1)S(=O)(=O)c1ccc(OC)c(OC)c1 | 0.0 | -16.3 | -14.5 | -0.4 | 1.9 | 1.0 | ? | 0.2 | 1.2
COc1ccc2c(c1)OC(c1ccccc1)(C(F)(F)F)NC2=O (stereo unspecified) | . | -0.7 | 0.9 | 3.1 | -1.2 | -0.6 | 0.9 | 6.9 | i
COC(=O)c1ccccc1NC(=O)Cn1cc(Br)cn1 | . | . | 0.5 | -3.3 | -7.3 | -0.1 | . | -5.0 | i
CCC(C)Nc1ncnc2c1cnn2Cc1ccc(Cl)cc1 (stereo unspecified) | 0.1 | 1.9 | -0.8 | -0.8 | -13.6 | -0.7 | 0.0 | 3.2 | -0.2
Cc1nc2ccccc2c(=O)n1NC(=O)c1ccc([N+](=O)[O-])cc1Cl | 0.4 | -2.3 | 6.4 | -0.5 | -5.9 | 0.2 | -1.1 | -5.8 | i
CCn1ncc(/C=N\NC(=O)c2csc3ccccc23)c1C | . | -3.7 | -0.8 | 2.1 | . | -0.4 | 0.2 | 15.9 | -0.3
COc1ccc(CC(=O)Oc2cc(C)[nH]c(=O)c2[N+](=O)[O-])cc1 | . | -0.4 | 1.7 | 2.8 | -17.3 | 0.1 | 0.5 | 6.0 | -0.1
COc1ccc(C2CC(c3ccccc3)=NN2C(=O)COC(=O)c2cc(S(=O)(=O)N3CCOCC3)ccc2Cl)cc1 (stereo unspecified) | 1.6 | -2.8 | 4.0 | 2.0 | 14.8 | -2.0 | -0.3 | -1.3 | -0.1
Nc1ccc2c(c1)CCC2=O | . | -4.3 | -6.5 | -2.5 | -2.0&6.0&-8.3 | 0.3 | 0.5 | -1.2 | -12.5
Cc1ccc(NC(=O)c2cc(NC(=O)c3ccccc3C(=O)O)ccc2N2CCCCC2)cc1 | -11.1 | 2.2 | 23.1 | -1.4 | 10.1 | 1.8 | -0.8 | -2.4 | -0.3
CC(C)(C)C(=O)Nc1cccc(-c2ccc[nH]2)n1 | 1.4 | -2.9 | -0.2 | . | 1.9 | 5.9 | -0.7 | -8.5 | -5.6

# Only part of the results is shown; rates above refer to the full screens.
